TAAR1 ag = human TAAR1 agonism | activation, % at 3 µM | hit rate 0.99% among 360,000 | CHO RD-HGA16 TAAR1, Fluo-8 calcium fluorescence; vehicle wells 0%, saturating PEA agonist 100%;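 active means activation above the mean activation of all test compounds in the run plus 3 SD, cut at about 38% in these data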
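Benchmarks: low control DMSO, high control PEA (EC100); System: CHO RD-HGA16 cells carrying human TAAR1 plus Gα16; Detection: Fluo-8 fluorescence, 5 s baseline then 140 s kinetic read; Schedule: 17-24 h plating, Fluo-8 75 min 37 °C, 30 min RT; Read-out basis: % activation from peak over basal fluorescence ratio, DMSO-to-PEA scaled.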
TAAR1 antag = antagonists of human TAAR1. Q96RJ0. CHO RD-HGA16 TAAR1, Fluo-8 calcium fluorescence, antagonist. inhibition, % at 3 µM. hit rate 1.5% among 360,000. AID 624466;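 active means inhibition above a per-plate cutoff, the mean inhibition of test compounds on that plate plus 3 SD, cut at about 49% in these data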;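 further: 0% = DMSO plus EC80 beta-PEA response and 100% = DMSO alone without agonist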
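Test system: hTAAR1-expressing CHO RD-HGA16 cells, Gα16-coupled; Probe or stimulus: EC80 β-phenethylamine stimulus; Compound dosing: single nominal final test compound concentration of 3 µM; Timing: 140 s kinetic read after compound, 140 s after agonist; Signal: Fluo-8 calcium-sensitive fluorescence; Measure: % inhibition of agonist calcium response; Controls: DMSO and EC80 PEA controls.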
M1 ag = agonists of human M1 muscarinic receptor | AID 588814 | activation, % at 3 µM | CHO-K1 hM1, Fluo-8 calcium fluorescence, agonist mode; 0% DMSO, 100% acetylcholine EC100 | hit rate 0.33% among 360,000 | P11229;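 active means activation above the run's mean compound activation plus 3 SD, cut at about 16% in these data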;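 further: peak over basal fluorescence ratio within a 140 s kinetic read after compound addition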
Target sequence (P11229 whole entry, looked up): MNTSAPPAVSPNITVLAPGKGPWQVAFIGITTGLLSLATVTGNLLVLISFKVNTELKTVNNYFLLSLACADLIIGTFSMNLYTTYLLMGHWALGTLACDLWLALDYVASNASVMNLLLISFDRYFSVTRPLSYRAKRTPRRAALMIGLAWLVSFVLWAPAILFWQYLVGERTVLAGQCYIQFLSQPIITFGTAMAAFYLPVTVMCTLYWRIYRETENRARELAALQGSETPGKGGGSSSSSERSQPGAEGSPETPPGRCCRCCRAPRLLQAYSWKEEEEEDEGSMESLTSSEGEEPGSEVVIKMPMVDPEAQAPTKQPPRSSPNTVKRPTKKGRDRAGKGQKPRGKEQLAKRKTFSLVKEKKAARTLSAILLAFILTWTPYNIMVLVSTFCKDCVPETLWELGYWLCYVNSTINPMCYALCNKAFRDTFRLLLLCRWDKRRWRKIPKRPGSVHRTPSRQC
M1 ag parental = counter-screen for M1 agonists: effect in parental CHO-K1 cells; Fluo-8 calcium fluorescence; scaled to maximal ATP response, vehicle zero; activation, % at 3 µM; hit rate 0.48% among 360,000; AID 602248; in the data active means activation above about 15%;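 further: untransfected CHO-K1 host cells lacking M1 receptor as counterscreen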
V1R ag counter = V1a receptor agonism, counter-screen for OXTR agonists. hit rate 0.25% among 320,000. activation, % at 3 µM. CHO-V1R cells, Fluo-8 calcium fluorescence, agonist mode; 0% DMSO, 100% 3 nM vasopressin. P37288;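 active means activation above the mean activation of all tested compounds plus 3 SD, per screening run, cut at about 20% in these data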;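 further: signal is peak over basal fluorescence ratio across a 100 second FLIPR read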
CHO parental Ca = counter-screen for OX1R antagonists: effect in parental CHO cells; parental CHO-K1, ATP-induced calcium, Fluo-8 fluorescence; inhibition, % at 5.6 µM; hit rate 0.63% among 330,000;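 active means inhibition above that plate's mean sample inhibition plus 3 SD, cut at about 26% in these data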;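 further: 0% = ATP-challenged DMSO wells and 100% = DMSO wells without ATP; some compounds past the cut are filed as inactive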
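Assay system: parental CHO cells; Read-out basis: percent inhibition of ATP-evoked calcium rise, normalized to controls; Benchmarks: ATP and no-ATP DMSO wells; Compound dosing: single nominal dose of 5.6 µM per compound; Signal: Fluo-8 calcium dye fluorescence; Also added: ATP as calcium-mobilizing challenge; Repeats: singlicate.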
OXTR potentiator = human OXTR potentiation. P30559. CHO-OTR cells, Fluo-8 calcium fluorescence, potentiator mode; 0% = oxytocin EC15, 100% = EC100. activation, % at 3 µM. hit rate 0.061% among 320,000;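 active means activation above that plate's cutoff, the mean activation of tested compounds plus 3 SD, cut at about 6.6% in these data, passing the limit was not always enough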;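 further: 100% uses oxytocin at 75 nM as the full agonist control; some results filed as inactive read as strong as hits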
Target sequence (P30559 whole entry, looked up): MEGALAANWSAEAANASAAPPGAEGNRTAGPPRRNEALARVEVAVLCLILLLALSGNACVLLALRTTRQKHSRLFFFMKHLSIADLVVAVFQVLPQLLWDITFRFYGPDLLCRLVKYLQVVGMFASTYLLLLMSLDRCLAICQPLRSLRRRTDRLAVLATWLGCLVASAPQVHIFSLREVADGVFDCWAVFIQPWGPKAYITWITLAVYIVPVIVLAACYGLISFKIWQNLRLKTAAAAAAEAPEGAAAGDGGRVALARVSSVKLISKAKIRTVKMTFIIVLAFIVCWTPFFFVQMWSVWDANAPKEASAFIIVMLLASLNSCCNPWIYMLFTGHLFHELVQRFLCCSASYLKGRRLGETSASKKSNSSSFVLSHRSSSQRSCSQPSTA
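test system = CHO-OTR cells, human receptor | compound = single-point 3.0 µM | schedule = 6 min compound pre-incubation at room temperature, 100 s kinetic read | signal = Fluo-8 no-wash calcium dye fluorescence, excitation 470-495 nm, emission 515-575 nm | repeats = single well per compound, singlicate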
CHO-K1 Ca PAM = M1 PAM counterscreen hit in parental CHO-K1 cells. ATP EC20, Fluo-8 calcium fluorescence; 0% at ATP EC20, 100% at ATP max. activation, % at 3 µM. hit rate 0.02% among 360,000. AID 602247;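 active means activation above the run cutoff, the mean activation of all test compounds plus 3 SD, cut at about 40% in these data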;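 further: peak over basal fluorescence ratio in a 140 s read after ATP addition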
CHO-K1 Ca antag = counter-screen for M1 antagonists: effect in parental CHO-K1 cells. ATP-induced calcium, Fluo-8 fluorescence. inhibition, % at 3 µM. hit rate 0.6% among 360,000. AID 602250;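 active means inhibition above a per-plate cutoff, the plate's mean sample inhibition plus 3 SD, cut at about 24% in these data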;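 further: 0% = DMSO plus EC80 ATP and 100% = DMSO alone without ATP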
Starred values were filed as active, the others as inactive; / = no result given.

Short keys: A = TAAR1 ag; B = TAAR1 antag; C = M1 ag; D = M1 ag parental; E = V1R ag counter; F = CHO parental Ca; G = OXTR potentiator; H = CHO-K1 Ca PAM; I = CHO-K1 Ca antag
compound: Cc1cccc(-n2ncc3c2CCCC3NC(=O)c2ccc[n+]([O-])c2)c1C (configuration not stated)
  A: 1; B: -7; C: -3; D: 0.5; E: 0.4; F: -7; G: 5; H: 17; I: -8

compound: CCn1c(COc2cccc(OC)c2)nnc1SCC(=O)Nc1ccccc1C(=O)OC
  A: 7; B: 9; C: -5; D: 2.1; E: 0.3; F: -16; G: -1; H: 17; I: -2

compound: CN(C)C(=C(C#N)C#N)N1CCN(c2ccc(Cl)cc2)CC1
  A: 2; B: 11; C: -4; D: 4.5; E: 0.4; F: -13; G: 7; H: 15; I: 5

compound: CCCn1c(=O)c(C(=O)NCc2ccccc2Cl)c(O)c2ccccc21
  A: -1; B: -6; C: 1; D: 1.4; E: 0.7; F: -3; G: -2; H: 4; I: 1

compound: COc1ccc(CCN2C(=O)CCC2(C)C(=O)NC2CCCC2)cc1OC (configuration not stated)
  A: 0; B: -14; C: -4; D: 0.1; E: 0.0; F: 5; G: -3; H: -8; I: -3

compound: CCOC(NC(=O)c1ccccc1)C(NC(=O)c1ccccc1)OCC (configuration not stated)
  A: 5; B: -7; C: -3; D: -0.4; E: -0.7; F: -5; G: -4; H: 2; I: 0

compound: COc1cccc(Nc2nc(N)c([N+](=O)[O-])c(NCc3ccco3)n2)c1
  A: 3; B: -39; C: 0; D: 1.1; E: -1.7; F: -36; G: -8; H: 24; I: -15

compound: O=C1CN(C(=O)COC(=O)CCS(=O)(=O)c2ccccc2Cl)c2ccccc2N1
  A: 3; B: 8; C: -1; D: 0.4; E: 0.9; F: -8; G: -4; H: -5; I: -8

compound: Cc1[nH]c(=O)[nH]c(=O)c1S(=O)(=O)NCCc1ccc(S(N)(=O)=O)cc1
  A: 4; B: 4; C: -1; D: 0.4; E: 0.8; F: -1; G: -1; H: 24; I: -7

compound: CCOC(=O)C1(C)CCCCCN1C(=O)c1ccc(Cl)nc1 (configuration not stated)
  A: 0; B: 2; C: -3; D: 0.5; E: /; F: /; G: /; H: 9; I: -4

compound: COc1cccc(-c2c(-c3cc(OC)cc(OC)c3)n(C)c3ccc(-c4ccc(OC)nc4)cc23)c1
  A: 5; B: -9; C: -2; D: 0.3; E: 0.8; F: -14; G: -2; H: 21; I: -15

compound: C=CCc1ccc(OCC(O)COc2ccc(CC=C)cc2OC)c(OC)c1
  A: 3; B: 35; C: -2; D: -0.2; E: 0.1; F: -5; G: -12; H: 10; I: 1

compound: COc1ccc(/C(O)=C/c2nc3ccc(C(=O)NCCc4cccc(C)c4)cc3[nH]c2=O)cc1OC
  A: 3; B: 4; C: -4; D: 0.1; E: -0.5; F: -8; G: -10; H: 20; I: -8

compound: Cc1nc(SCC(=O)N2CCN(c3ccccn3)CC2)c(C#N)c(C)c1C
  A: 2; B: 4; C: -6; D: 2.6; E: -1.2; F: -19; G: 3; H: 24; I: -13

compound: CC(=O)N1CCC2(CC1)CC(=O)c1cc(OCC(=O)NCc3ccco3)ccc1O2
  A: 3; B: 17; C: -6; D: 0.6; E: -0.2; F: -5; G: -2; H: 19; I: -3

Just OXTR potentiator, for 4 of the compounds above:
SMILES | OXTR potentiator
Cc1cccc(-n2ncc3c2CCCC3NC(=O)c2ccc[n+]([O-])c2)c1C (configuration not stated) | 5
CCn1c(COc2cccc(OC)c2)nnc1SCC(=O)Nc1ccccc1C(=O)OC | -1
CN(C)C(=C(C#N)C#N)N1CCN(c2ccc(Cl)cc2)CC1 | 7
CCCn1c(=O)c(C(=O)NCc2ccccc2Cl)c(O)c2ccccc21 | -2

Later entries.
Short keys: A = TAAR1 ag; B = TAAR1 antag; C = M1 ag; D = M1 ag parental; E = V1R ag counter; F = CHO parental Ca; G = OXTR potentiator; H = CHO-K1 Ca PAM; I = CHO-K1 Ca antag
compound: CCC1CCC(C(=O)NNC(=O)c2cc(-c3ccco3)[nH]n2)CC1 (configuration not stated)
  A: 1; B: -24; C: -1; D: 0.4; E: 1.0; F: -2; G: -3; H: -2; I: 0

compound: S=C1NCCN1CC1CCN(CC2CCCC2)CC1
  A: 1; B: 11; C: -10; D: -0.1; E: /; F: /; G: /; H: -8; I: -17

compound: Brc1cc(Br)c2nc(-c3ccc(N4CCOCC4)cc3)ccc2c1
  A: /; B: /; C: -3; D: 0.9; E: /; F: /; G: /; H: 11; I: 1

compound: O=C(N/N=C/c1ccncc1)c1cnccn1
  A: 10; B: -7; C: 0; D: 1.0; E: -0.3; F: -7; G: 3; H: 21; I: -6

compound: CCOC(=O)C1(CCCc2ccccc2)CCN(C(=O)c2cc(C)nc(C)n2)CC1
  A: 3; B: -3; C: -5; D: 12; E: 1.1; F: -9; G: -6; H: 10; I: -4

compound: COc1ccccc1-n1cnnc1SCC(=O)N1CCN(C(=O)c2ccco2)CC1
  A: 3; B: 6; C: -5; D: 1.4; E: -0.7; F: -11; G: -4; H: 20; I: -6

compound: COc1ccc(OCC(=O)N(Cc2sccc2C)C2CCS(=O)(=O)C2)cc1 (configuration not stated)
  A: 2; B: -13; C: -1; D: -0.1; E: 1.7; F: -6; G: -5; H: 9; I: -5

compound: CCOC(=O)c1ccccc1NC(=O)CSc1nc2ccccc2c(=O)n1CCCN1CCOCC1
  A: 2; B: -9; C: -4; D: -0.3; E: 1.0; F: -16; G: -6; H: -3; I: -7

compound: CCc1c(C(=O)Nc2ccc(OC)cc2)[nH]c(C)c1C(C)=O
  A: 3; B: 13; C: -1; D: 1.9; E: 0.9; F: 2; G: 3; H: 8; I: 5

compound: Cc1nc2c(=O)n(C)c(=O)n(C)c2nc1Cl
  A: -1; B: 19; C: -7; D: -1.1; E: -1.3; F: 27; G: 2; H: -1; I: 11

compound: CCn1c(CNc2ccc(F)cc2)nnc1SCC(=O)N1CCCc2ccccc21
  A: 7; B: 6; C: -4; D: 0.2; E: 1.0; F: -18; G: -8; H: 16; I: -4

compound: O=C(NCC1CCCCC1)C12CN(Cc3ccccc3)CC1C(c1cccc([N+](=O)[O-])c1)=NO2 (configuration not stated)
  A: 5; B: -8; C: -8; D: -0.3; E: -0.4; F: -14; G: -14; H: 9; I: -16

compound: C/C(=C/c1ccccc1)C(=O)N1CCN(c2ccc(F)cc2)CC1
  A: 0; B: 3; C: 4; D: 16*; E: 0.0; F: -8; G: -1; H: 16; I: 4

compound: Cn1cc(S(=O)(=O)c2ccccc2)c(=O)c2cc(F)c(N3CCOCC3)cc21
  A: 0; B: 6; C: -1; D: 0.6; E: 0.5; F: 0; G: -8; H: 18; I: -11

compound: Clc1ccc(-c2nnc(CCc3ccccc3)o2)c(Cl)c1
  A: -1; B: -15; C: -7; D: -0.4; E: 0.2; F: -24; G: -8; H: -2; I: -4

compound: CCn1c(C)nc2cc(C(=O)OC(C(F)(F)C(F)F)C(F)(F)C(F)F)ccc21
  A: 7; B: 35; C: 1; D: 14; E: 8.9; F: 26; G: -11; H: -11; I: 45*

compound: Cc1ccc(-n2nc(CN3CCOCC3)c(-c3ccccc3)c2N)c(C)c1
  A: 5; B: 2; C: -1; D: 0.1; E: -0.3; F: -18; G: -6; H: 12; I: -3

compound: Nc1nc(CN2CCCCCC2)nc(Nc2ccc(F)cc2)n1
  A: 4; B: 2; C: -6; D: 0.2; E: 1.4; F: -14; G: -1; H: 8; I: 2

compound: COc1ccc(CC(=O)N(C)Cc2ccc(OC(F)F)cc2)cc1S(=O)(=O)N1CCOCC1
  A: 3; B: -3; C: -6; D: 3.0; E: /; F: /; G: /; H: -4; I: 3

compound: Cc1nc(SC2CCOC2=O)c2c(C)c(C)sc2n1 (configuration not stated)
  A: 2; B: -7; C: -4; D: 0.3; E: -0.8; F: -27; G: 3; H: 20; I: -6

compound: CC(C)C(=O)N(Cc1ccc2c(c1)OCO2)Cc1ccccn1
  A: 2; B: 8; C: -7; D: 0.8; E: 0.0; F: -8; G: -9; H: 15; I: -15

compound: CCC(C)NS(=O)(=O)c1ccc(OCC(=O)Nc2ccc(F)cc2F)cc1 (configuration not stated)
  A: 2; B: 4; C: 0; D: 4.7; E: 1.4; F: -15; G: -13; H: 15; I: 2

compound: CCNC(=S)NNc1nc(N2CCOCC2)nc(N2CCOCC2)n1
  A: 2; B: 7; C: -6; D: 1.4; E: 1.2; F: -5; G: 0; H: 21; I: -19

compound: Cc1snc(S(=O)(=O)Cc2ccccc2Cl)c1C#N
  A: 6; B: -12; C: -7; D: 0.7; E: 1.3; F: -3; G: 2; H: 19; I: -10

compound: CNC(=O)Nc1ccc(Cl)cc1
  A: 16; B: 17; C: 2; D: 2.2; E: 1.1; F: 8; G: -7; H: 13; I: 5

compound: c1ccc(-c2cn3cccnc3n2)cc1
  A: 9; B: 3; C: 0; D: -0.5; E: -0.2; F: -2; G: 3; H: -12; I: 4

compound: CCOC(=O)CN(C(=O)COc1nc(-c2ccccc2)cc(C)c1C#N)c1ccc(F)cc1
  A: 0; B: 14; C: -2; D: 2.2; E: -0.5; F: -21; G: -4; H: -2; I: -4

compound: COc1cccc(NC(=O)CSc2ccc3nnc(-c4ccncc4)n3n2)c1
  A: -1; B: -7; C: -3; D: 0.8; E: 1.1; F: -9; G: -6; H: 7; I: 2

compound: Cc1cc(C)cc(N2CC(O)Cn3c2nc2c3c(=O)[nH]c(=O)n2C)c1 (configuration not stated)
  A: -3; B: -20; C: -3; D: -0.3; E: /; F: /; G: /; H: 13; I: -16

compound: O=C(NNC(=O)c1ccc(Cl)cc1Cl)c1cccs1
  A: 1; B: -14; C: -5; D: 0.8; E: 0.4; F: -1; G: -8; H: 18; I: -10

compound: CN1N=C(C(=O)N2CCc3c([nH]c4ccccc34)C2c2c(F)cccc2Cl)CCC1=O (configuration not stated)
  A: 19; B: 6; C: 1; D: 4.4; E: 8.8; F: -16; G: -11; H: 19; I: -8

compound: Cc1ccc(C(=O)ON=C2CCN(c3ccc([N+](=O)[O-])cc3)CC2)cc1
  A: 2; B: 4; C: -6; D: -0.6; E: -0.5; F: -15; G: -8; H: 6; I: -4

compound: O=C1CCC(=O)N1c1cccc(OS(=O)(=O)c2ccccc2)c1
  A: 3; B: -8; C: -1; D: 1.0; E: 1.1; F: 2; G: 1; H: 16; I: -9

compound: COc1ccccc1C(=O)Nc1nnn(C)n1
  A: 4; B: 12; C: -2; D: -0.5; E: -1.4; F: -6; G: -10; H: 6; I: -13
